Assay outcomes from PubChem.
Kir21 block: inhibitors of mouse Kir2.1 inward-rectifier potassium channel. P35561. HEK293-Kir2.1, FluxOR thallium flux fluorescence; stronger effect = lower value. B-score at 10 µM. 0.85% of 310,000 active;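 active means fluorescence ratio B-score at or below minus 3 SD of library scores, with starting-brightness B-score within 2 SD, cut at about -4.2 in these data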;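 further: channel flux triggered by added potassium and thallium sulfate stimulus; B-score of peak minus minimum fluorescence over baseline after thallium stimulus; more negative B-score means stronger Kir2.1 block with less thallium influx; some compounds called inactive have numbers as strong as hits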
Target sequence (P35561 whole entry, looked up): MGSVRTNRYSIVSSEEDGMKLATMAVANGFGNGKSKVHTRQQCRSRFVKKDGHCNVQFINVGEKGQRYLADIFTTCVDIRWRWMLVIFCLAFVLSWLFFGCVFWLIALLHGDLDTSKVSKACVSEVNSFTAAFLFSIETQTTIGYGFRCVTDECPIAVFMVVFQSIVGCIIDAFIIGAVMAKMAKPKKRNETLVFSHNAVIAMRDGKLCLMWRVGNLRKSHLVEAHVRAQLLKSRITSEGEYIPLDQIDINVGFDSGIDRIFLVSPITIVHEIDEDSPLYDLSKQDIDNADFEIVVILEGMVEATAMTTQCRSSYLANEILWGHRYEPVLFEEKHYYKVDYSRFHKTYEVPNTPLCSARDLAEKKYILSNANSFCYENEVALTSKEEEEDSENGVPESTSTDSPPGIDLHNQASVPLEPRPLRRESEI
STK33 kinase inh: inhibitors of human STK33 kinase. 0.073% of 320,000 active. inhibition, % at 10 µM. Q9BYT3. purified STK33, MBP phosphorylation, ADP-Glo luminescence. AID 2661;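 active means inhibition at or above 25%, using the most active replicate where run in duplicate; inactive means inhibition below 25%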
Target sequence (Q9BYT3 whole entry, looked up): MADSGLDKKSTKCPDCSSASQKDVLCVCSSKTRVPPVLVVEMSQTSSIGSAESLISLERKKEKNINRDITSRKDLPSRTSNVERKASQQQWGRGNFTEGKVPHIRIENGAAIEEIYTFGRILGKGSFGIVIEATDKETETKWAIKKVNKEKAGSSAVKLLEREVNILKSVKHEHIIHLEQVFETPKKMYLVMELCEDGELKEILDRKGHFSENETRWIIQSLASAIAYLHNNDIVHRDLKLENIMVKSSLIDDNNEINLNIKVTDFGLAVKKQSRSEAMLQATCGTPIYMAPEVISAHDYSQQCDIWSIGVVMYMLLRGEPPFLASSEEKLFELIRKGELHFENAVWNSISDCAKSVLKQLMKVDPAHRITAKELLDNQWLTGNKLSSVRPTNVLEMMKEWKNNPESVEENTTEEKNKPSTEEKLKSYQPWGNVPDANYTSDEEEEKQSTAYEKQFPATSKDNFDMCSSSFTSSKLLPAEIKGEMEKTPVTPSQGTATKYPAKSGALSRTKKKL
KCNQ2 inh: KCNQ2 potassium channel inhibitors, primary screen, cell-based, CHO-K1, FluxOR thallium flux, B-score (AID 2156) | O88943 | 20 min; stronger effect = lower value | B-score at 10 µM | 1.1% of 310,000 active;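 active means fluorescence ratio B-score at most minus 3 library SDs, with starting brightness B-score within 2 library SDs, cut at about -5.5 in these data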
Numbers without * were called inactive; i = inactive; / = no result given.

Kir21 block	STK33 kinase inh	KCNQ2 inh	structure
-0.08	-1.1	i	COc1cc(OC)cc(C(=O)N2CC(=O)Nc3ccccc32)c1
-1	0.2	i	N/C(COc1cccc(Cl)c1)=N\O
-2.1	-1.2	i	COc1ccccc1-c1coc2cc(OCC(=O)OCc3ccccc3)ccc2c1=O
0.52	6.3	i	CCN(CC)S(=O)(=O)c1ccc2c(c1)N(CC(=O)N1CCC(C(N)=O)CC1)C(=O)CO2
0.5	-0.5	i	O=C(CCn1cnnn1)Nc1cccc(F)c1
-0.03	5.9	i	CC1CCCC/C1=N\NC(=S)NCCc1ccccc1 (stereo not given)
0.68	-1.5	i	COc1ccc(C(=O)CSc2ccc(-c3ccccc3)nn2)cc1
-0.9	0.5	i	CC1CCCCN1CC(=O)Nc1ccccc1Sc1ccccc1 (stereo not given)
-0.13	-1.2	i	CC1=NN(C(C)C)C(=O)C1
0.91	-1.2	i	CCN(CC)C(=O)CCNS(=O)(=O)c1ccc(C)cc1
-0.3	2.6	i	O=C(Nc1ccccc1)Nc1cccc2cccnc12
0	-1.5	i	CCN1CCN(C(=O)c2cc3c(s2)-c2c(C)cccc2OC3)CC1

The listing continues:
Kir21 block	STK33 kinase inh	KCNQ2 inh	structure
0.24	-2.0	i	Cc1cnc(NC(=O)c2ccc(Cl)nc2)s1
0.68	0.6	i	CCOC(=O)C1(Cc2cccc(OC)c2)CCN(Cc2cccn2-c2ccccn2)CC1
-0.68	-0.4	i	Cc1ccc(Cl)cc1NC(=O)CC1NC2CCCCC2NC1=O (stereo not given)
0.52	-1.7	i	Cc1ccc(NC(=O)C2CCN(C(=O)c3cccs3)CC2)c(C)c1
0.28	-0.3	i	CCOc1ccc2nc(SCC(=O)NCc3ccc(OC)cc3)[nH]c2c1
-0.15	-0.8	i	Cc1nonc1OCCNC(=O)C12CC3CC(CC(C3)C1)C2
0.96	-0.3	i	O=C1C2CCCCC2C(=O)N1c1ccc(NC2CCCCC2)c([N+](=O)[O-])c1 (stereo not given)
-1.5	0.3	i	NCCNc1ccc([N+](=O)[O-])cc1
-0.94	-1.5	i	COc1cccc(NC(=O)COC(=O)c2ccccc2F)c1
-2.7	0.1	i	CN1CCN(c2ccc(NS(=O)(=O)c3ccc(Cl)cc3)cn2)CC1
0.82	-0.1	i	Cc1csc(SCC(=O)Nc2nc(-c3ccccc3)cs2)n1
-1.1	-2.2	i	O=C(Cn1ccc2ccccc2c1=O)NCCC(=O)Nc1ccc2c(c1)OCCO2

(next part)
Kir21 block	STK33 kinase inh	KCNQ2 inh	structure
0.59	0.1	i	COc1cccc2[nH]c3c(N4CCCCC4)ncnc3c12
0.32	-0.7	i	O=C(COC(=O)c1ccc(Cl)nc1)NC(=O)c1ccccc1
0.74	/	i	CC(=O)Nc1cccc(NC(=O)CSc2nnnn2C)c1
-0.9	0.1	i	Cc1ccc2cn[nH]c2c1NC(N)=S
-0.64	0.2	i	O=C(Cc1ccccc1)NC1CCN(S(=O)(=O)c2cccc(F)c2)CC1
-2.4	-1.6	i	CC1(C(=O)O)CCC(C(=O)NNC(=O)c2ccccc2O)C1(C)C (stereo not given)
-0.49	/	i	Cc1cc2c(SCC(=O)N3CCN(c4ccccc4)CC3)ncnc2s1
0.72	-1.6	i	CN(C)S(=O)(=O)c1cccc(NC(=S)NC2CCCCC2)c1
0.1	-1.1	i	COCC(=O)N1CCC(Oc2ccc(C(=O)N(C)C(C)c3ccon3)cc2)CC1 (stereo not given)
0.16	0.2	i	COc1ccc(N2C(=O)c3ccccc3C2O)cc1 (stereo not given)
0.01	-1.3	i	CCC1=NN(C(=O)Cc2ccc(OC)c(OC)c2)C(O)(C(F)(F)F)C1 (stereo not given)
2.9	0.9	i	Cc1ccc(S(=O)(=O)/N=C(\CCl)N2CCOCC2)cc1

(list continues)
Kir21 block	STK33 kinase inh	KCNQ2 inh	structure
0.09	-1.9	i	CN1CCN(c2nc3c(c(=O)[nH]c(=O)n3C)n2Cc2ccc(Cl)cc2)CC1
-0.42	-0.9	i	Cc1cnc(C(=O)OCC(=O)c2ccccc2)cn1
0.58	-1.6	i	CCN(CC(=O)Nc1c(F)cccc1F)C(=O)/C=C/c1ccc2c(c1)OCO2
-1.7	-1.1	-7.4*	CCN(CC)C(=O)CSc1nc(-c2ccc(C)cc2)nc2c1COC(C)(C)C2
0.17	-2.1	i	COc1cc(NC(=O)CSc2ncccc2C(=O)OC(C)C)cc(OC)c1
0.41	/	i	COc1ccc2nc(NC(=O)CCc3nc(-c4ccccc4F)no3)sc2c1
1	-1.8	i	Cc1ccc(S(=O)(=O)Nc2ccc(-c3nnc(SCC#N)n3C)cc2)cc1
0.71	-0.1	i	CCCCOc1ccc(C(=O)N/N=C/c2cn[nH]c2-c2ccc(OC)c(OC)c2)cc1
3.4	0.4	i	COC(=O)C1=C(NC(C)=O)CCS1
0.36	-0.8	i	Cc1nn(-c2ccc(N3CCCCC3)nn2)c(C)c1CCC(=O)Nc1ccccc1F
2.2	1.1	i	CN(C(=O)CCc1nnc(CCCCc2ccccc2)o1)C1CCOCC1
0.22	-2.0	i	CCOC(=O)c1c(C)[nH]c(C(=O)CSc2nnc(-c3ccncc3)n2CC)c1C

Next part
Kir21 block	STK33 kinase inh	KCNQ2 inh	structure
1.4	-0.4	i	Cc1nn(C)c(C)c1CN(C)C(=O)C1CCC(=O)N(C2CCCCCC2)C1 (stereo not given)
-0.13	-1.4	i	CCN(CC(=O)Nc1ccc(NC(C)=O)cc1)C(=O)CSc1ncnc2sc(C)c(C)c12
-0.32	-0.8	i	CCn1c(=O)c(=O)[nH]c2cc(C(=O)NC(C)c3ccc(S(N)(=O)=O)cc3)ccc21 (stereo not given)
0	2.2	i	Cc1cc(O)c(C=Nc2ccc(Cl)cn2)c(=O)o1
1.3	0.6	i	CCOc1ccc2[nH]c(C(=O)N/N=C/c3ccccc3OC)cc2c1
1.6	0.5	i	CCC(=O)N1c2ccc(S(=O)(=O)CCC(=O)NCc3cccs3)cc2CC1C (stereo not given)
1.2	-1.6	i	CCCNC(=O)Nc1nnc(C2CC2)s1
-1.1	0.7	i	Cc1ccc(NC(=O)CN2C(=O)NC(C)(c3ccc(Cl)cc3)C2=O)c(Br)c1 (stereo not given)
0.33	-1.6	i	CN(C)C(=O)CCc1nc(-c2ccc(C(C)(C)C)cc2)no1
2	3.0	i	COc1ccccc1OCC(=O)NC1CC(C)(C)NC(C)(C)C1
1.3	0.0	i	Cc1ccc(C(=O)CN(C(=O)c2ccc(Cl)c(Cl)c2)N2C(=O)C3CCCCC3C2=O)cc1C (stereo not given)
1	0.6	i	CC(C)(C)c1ccc(C(=O)Nc2ccc(NC(=O)C(=O)O)cc2)o1

The list goes on:
Kir21 block	STK33 kinase inh	KCNQ2 inh	structure
0.29	-1.2	i	CCOc1ccc(-c2nc(-c3ccc(OC)cc3)no2)cc1OCC
-0.33	2.1	i	O=C1C([N+](=O)[O-])=C(O)c2cccc3cccc1c23
1.6	0.5	i	Cc1ccc(N2C(=O)N(CC(=O)Nc3ccc([N+](=O)[O-])cc3)C(=O)C2C)cc1 (stereo not given)
-1.2	-2.2	i	COc1cc(C(C)=O)ccc1Oc1ncnc2c1cnn2-c1ccc(F)cc1
-1.8	-1.1	i	CC1(C)C2CCC(C2)C1(C)NC(=O)CN1CCN(Cc2ccccc2)CC1 (stereo not given)
0.25	-1.0	i	O=C(CN1C(=O)C2CC=CCC2C1=O)Nc1cc(C(F)(F)F)ccc1N1CCCC1 (stereo not given)
-1.4	1.4	i	CCc1ccccc1N(CC(=O)N/N=C/c1ccc(OC(=O)OC)c(OC)c1)S(C)(=O)=O
0.01	-0.6	i	O=C(NNc1nc(-c2ccccc2)c2cc(Br)ccc2n1)c1ccc(S(=O)(=O)N2CCCCC2)cc1
-0.47	0.0	i	CC(CN1CCCCC1)OC(=O)c1cc2ccccc2o1 (stereo not given)
0.22	1.9	i	Cc1ccc(CNC(=O)C2CCN(S(=O)(=O)c3ccc4c(c3)CC(C)N4C(=O)C3CCC3)CC2)o1 (stereo not given)
-0.31	0.8	i	CC(=O)N1CCN(c2ccc(NC(=O)c3ccccc3Br)cc2Cl)CC1
1.3	-2.0	i	CC(C)(C)NC(=O)Cc1ccc(S(=O)(=O)N2CCCC2)s1

Carrying on.
Kir21 block	STK33 kinase inh	KCNQ2 inh	structure
0.21	-0.3	i	CC1(c2ccccc2)NC(=O)N(CC(=O)Nc2ccc3c(c2)OCO3)C1=O (stereo not given)
1.3	-0.5	i	CC(=O)Nc1cccc(-c2nc3ccccc3s2)c1C
-0.84	-1.0	i	O=S(=O)(NCC1CCN(Cc2ccccc2)CC1)c1ccccc1C(F)(F)F
0.27	7.4	i	O=C(CNC(=O)c1ccc(F)cc1)c1ccc(Cl)cc1
2.3	0.6	i	O=C(O)C1CCCN1S(=O)(=O)c1ccc(Br)s1 (stereo not given) (tested in a mixture with another compound)
0.21	3.3	i	Cc1c(-c2ccccc2)c(=O)oc2ccc(O)cc12
-0.05	-0.7	i	CC(C)(C)C(=O)Nc1ccccc1C(=O)NCc1ccco1
-0.02	-0.8	i	CCOc1ccc(CNC(=O)CCC(=O)n2nc(C)c3ccccc32)cc1
-1	-1.7	i	Cc1ccn(-c2cc(O)c(-n3ccc(C)n3)cc2O)n1
1.3	/	i	Cc1cccc(Nc2ccccc2C(=O)O)c1C
0.6	0.4	i	CCOc1cc(CNCCc2ccc(S(N)(=O)=O)cc2)ccc1OCC(=O)NC(C)(C)C
-0.52	0.5	i	Cc1cccc2c3c([nH]c12)CCNC3

More results.
Kir21 block	STK33 kinase inh	KCNQ2 inh	structure
0.2	0.9	i	CCOC(=O)C(=CNc1ccc(Oc2cccnc2)nc1)C(=O)OCC
-2.8	0.3	i	Cc1ccc(C(Sc2ccccc2)C(Cn2cncn2)C(=O)c2ccccc2)cc1 (stereo not given)
1	-2.1	i	Nc1c(C(=O)NCc2ccco2)sc2nc(N3CCOCC3)c3c(c12)CCCC3
1.3	3.5	i	O=C(Nc1nnc(CCOCCOCCc2nnc(NC(=O)c3ccco3)s2)s1)c1ccco1
-0.25	-1.8	i	O=C(CSc1n[nH]c(-c2ccccc2)n1)NC1CCCCC1
0.21	-0.5	i	CCC1(C)COC(C)(CC(=O)NNC(=O)Nc2ccccc2)OC1 (stereo not given)
1	0.3	i	O=c1nc(N2CCCCCC2)nc(N2CCCCCC2)[nH]1
-1	-1.0	i	Cc1ccc(N(c2ncnc(N)c2[N+](=O)[O-])C2CCCCC2)cc1
0.04	15	i	N#Cc1ccccc1CSc1nc(N)cc(N)n1
-0.13	-1.8	i	Cc1cc(NC(=O)CCC(=O)N(Cc2ccco2)C(C(=O)NC2CCCC2)c2ccccc2F)no1 (stereo not given)
-1.3	0.1	-7.5*	Cc1nc2c(-c3ccccc3)c(C)nn2c(N)c1-c1ccccc1
-0.64	-0.4	i	COCCN1CC(C(=O)N2CCC(Oc3ccccc3OC)CC2)CCC1=O (stereo not given)

Of the compounds above, these have bromine.
Kir21 block	STK33 kinase inh	KCNQ2 inh	structure
-1.1	0.7	i	Cc1ccc(NC(=O)CN2C(=O)NC(C)(c3ccc(Cl)cc3)C2=O)c(Br)c1 (stereo not given)
0.01	-0.6	i	O=C(NNc1nc(-c2ccccc2)c2cc(Br)ccc2n1)c1ccc(S(=O)(=O)N2CCCCC2)cc1
-0.31	0.8	i	CC(=O)N1CCN(c2ccc(NC(=O)c3ccccc3Br)cc2Cl)CC1
2.3	0.6	i	O=C(O)C1CCCN1S(=O)(=O)c1ccc(Br)s1 (stereo not given) (tested in a mixture with another compound)

Four compounds drawn at random from those above, as already listed:
Kir21 block	STK33 kinase inh	KCNQ2 inh	structure
-2.8	0.3	i	Cc1ccc(C(Sc2ccccc2)C(Cn2cncn2)C(=O)c2ccccc2)cc1 (stereo not given)
-0.64	-0.4	i	COCCN1CC(C(=O)N2CCC(Oc3ccccc3OC)CC2)CCC1=O (stereo not given)
1.3	3.5	i	O=C(Nc1nnc(CCOCCOCCc2nnc(NC(=O)c3ccco3)s2)s1)c1ccco1
-1.3	0.1	-7.5*	Cc1nc2c(-c3ccccc3)c(C)nn2c(N)c1-c1ccccc1

(continued)
Kir21 block	STK33 kinase inh	KCNQ2 inh	structure
-2.7	1.2	i	O=C(CCCC(=O)Nc1cccc(Br)c1)N/N=C/c1cc([N+](=O)[O-])ccc1O
1.8	-1.2	i	CC(=O)Nc1ccc(C(=O)OCC(=O)c2ccc(F)cc2)cc1
-0.11	-2.5	i	Cc1nn(-c2ccccc2)c(Cl)c1/C=N/Nc1nnc(C)c(=O)[nH]1
0.35	0.2	i	Cn1c(=O)n(C)c2cc3[nH]cnc3cc21
-0.02	-1.0	i	COc1ccc(CC(=O)OCC(=O)Nc2ccc(Cl)c(S(=O)(=O)N(C)C)c2)cc1
0.26	-1.0	i	COC(=O)c1ccc(C(=S)N2CCCCC2)cc1
0.03	-0.4	i	Cc1nc2c(Cl)c(C)nn2c2c1CCC2
-0.09	0.6	i	C=CCNC(=O)c1ccccc1NC(=O)c1ccccc1SC
-1.6	-2.2	i	COc1cccc(CNC(=O)CSc2nc(=O)n(Cc3ccncc3)c3c2CCC3)c1
-3.2	0.8	i	CC1(C)CC(NC(=O)c2sc3cc(Cl)ccc3c2Cl)CC(C)(C)N1
1	-0.5	i	CC1=CC(C)(C)N2C(=O)C3(C(C#N)=C(N)Oc4cc(C)oc(=O)c43)c3cc(C)cc1c32 (stereo not given)
0.67	-0.6	i	O=C(Nc1ccc(Cl)cc1)N1CC=CCC1
0.11	-2.0	i	COC(=O)c1ccc(NC(=O)CSc2nc(=O)cc(N)n2-c2ccccc2)cc1
-1	-1.6	i	Cc1c(NC(=O)c2ccc(N(Cc3ccccc3)S(C)(=O)=O)cc2)c(=O)n(-c2ccccc2)n1C
